Pol iota inh – inhibitors of human DNA polymerase iota | Q9UNA4 | Pol iota fluorescent replication assay, 10 min | Potency, µM (titrated, usually from 115 µM), for the others: top-dose activity, negative = inhibition, actives largely listed as inhibitors | actives 1% (n = 390,000); further: potency means the concentration at half of the fitted maximal effect
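Fluorescent replication assay read twice, at 0 min and 10 min after adding 50 nM (final) substrate. Enzyme (10 nM) and compounds were first incubated 15 min at room temperature; enzyme-free buffer wells were negative controls.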
POLH inh – inhibitors of human DNA polymerase eta | Q9Y253 | recombinant Pol eta, fluorescent DNA replication assay | Potency, µM (series often up to 114 µM), inactives show at the top dose activity change, negative = inhibition, hits mostly inhibitors | actives 1.2% (n = 390,000) | AID 588591; further: potency means the concentration at half of the fitted maximal effect; on the % scale 0 is the no-effect control and ±100 the full control effect
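Pol eta (10 nM) was preincubated with compounds for 15 min at room temperature, after which fluorescent replication substrate (50 nM final) was added to start the reaction. Fluorescence was read kinetically at 0 and 10 min.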
Pol beta inh – inhibitors of human DNA polymerase beta; P06746; Pol beta primer extension/strand displacement, fluorescence kinetic; Potency, µM (series often up to 114 µM), for the others: at the top dose activity change, negative = inhibition, actives largely listed as inhibitors; actives 1.3% (n = 340,000); AID 485314; further: potency means the concentration at half of the fitted maximal effect; on the % scale 0 is the no-effect control and ±100 the full control effect
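Enzyme-only controls used 10 nM Pol beta; buffer lacking enzyme served as negative control. Compound preincubated 15 min, then 50 nM substrate added; 0 and 10 min reads at room temperature.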
Anesthetic bind – candidate novel general anesthetic via apoferritin binding | P02791 | apoferritin/1-aminoanthracene competitive binding, fluorescence | Potency, µM (titrated, usually from 77.5 µM), without a hit: at the highest dose activity change, negative = displacement, hits mostly inhibitors | actives 0.074% (n = 350,000) | AID 485281; further: potency means the concentration at half of the fitted maximal effect; on the % scale 0 is the no-effect control and ±100 the full control effect; nearly all actives have a fitted effect of over 20% in size
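In PBS, apoferritin at 10 uM is loaded with 1-AMA from a 50% saturated solution. After 10 min of compound exposure at ambient temperature, reduced 535 nm fluorescence indicates probe displacement.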
POLK inh – inhibitors of human DNA polymerase kappa | AID 588579 | actives 0.53% (n = 400,000) | Potency, µM (doses to about 107 µM), inactives show top-dose activity, negative = inhibition, usual class: inhibitors | purified Pol kappa, fluorescent DNA synthesis assay, 10 min; further: potency means the concentration at half of the fitted maximal effect; on the % scale 0 is the no-effect control and ±100 the full control effect
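10 nM Pol kappa preincubated 15 min at room temperature with compounds, then reaction started with substrate at 50 nM final. Fluorescence read kinetically at 0 and 10 min; buffer-only wells served as negative control.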
LDHA inh – blocks human lactate dehydrogenase A; purified LDHA, NADH/diaphorase-resazurin fluorescence; active compounds read low; activity change, % (values are at about 110 or 230 µM); actives 0.15% (n = 480,000); AID 1347041; in the data active means activity change below about -30%; inconclusive means mostly about -25% to -30%;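 further: plate controls were DMSO wells for no effect and wells without enzyme for full effect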
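Resorufin fluorescence (ex540/em590), read at 0 and 20 min after diaphorase/resazurin addition, reports the NADH left after a 5 min room-temperature reaction of 2 nM human LDH5 with 0.06 mM NADH and 0.2 mM pyruvate.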
APE1 inh – inhibitors of human APE1 endonuclease; actives 0.35% (n = 350,000); recombinant APE1, TAMRA/BHQ-2 abasic DNA cleavage fluorescence; P27695; Potency, µM (top dose mostly 65.8 µM), inactives show top-dose activity change, negative = inhibition, most hits filed as inhibitors;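 further: potency means the concentration at half of the fitted maximal effect; plate controls were vehicle for no effect and reference inhibitor for full effect; nearly all actives have a fitted effect of over 55% in size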
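0.75 nM APE1 + cpd, 15 min RT; start w/ 50 nM TAMRA/BHQ-2 THF-abasic dsDNA; kinetic fluor 525/598 nm ×3 reads @60 s; Δ(read3−read1); normalized to DMSO and NSC13755 control wells.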
BLM inh – Bloom syndrome helicase (human) inhibition; AID 2528; Potency, µM (top dose mostly 56.1 µM), for inactives: top-dose activity change, negative = inhibition, actives largely listed as inhibitors; actives 0.2% (n = 350,000); recombinant BLM DNA unwinding, fluorescence dequenching;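 further: potency means the concentration at half of the fitted maximal effect; plate controls were vehicle for no effect and no enzyme for full effect; nearly all actives have a fitted effect of over 35% in size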
Target sequence (P54132 whole entry, looked up): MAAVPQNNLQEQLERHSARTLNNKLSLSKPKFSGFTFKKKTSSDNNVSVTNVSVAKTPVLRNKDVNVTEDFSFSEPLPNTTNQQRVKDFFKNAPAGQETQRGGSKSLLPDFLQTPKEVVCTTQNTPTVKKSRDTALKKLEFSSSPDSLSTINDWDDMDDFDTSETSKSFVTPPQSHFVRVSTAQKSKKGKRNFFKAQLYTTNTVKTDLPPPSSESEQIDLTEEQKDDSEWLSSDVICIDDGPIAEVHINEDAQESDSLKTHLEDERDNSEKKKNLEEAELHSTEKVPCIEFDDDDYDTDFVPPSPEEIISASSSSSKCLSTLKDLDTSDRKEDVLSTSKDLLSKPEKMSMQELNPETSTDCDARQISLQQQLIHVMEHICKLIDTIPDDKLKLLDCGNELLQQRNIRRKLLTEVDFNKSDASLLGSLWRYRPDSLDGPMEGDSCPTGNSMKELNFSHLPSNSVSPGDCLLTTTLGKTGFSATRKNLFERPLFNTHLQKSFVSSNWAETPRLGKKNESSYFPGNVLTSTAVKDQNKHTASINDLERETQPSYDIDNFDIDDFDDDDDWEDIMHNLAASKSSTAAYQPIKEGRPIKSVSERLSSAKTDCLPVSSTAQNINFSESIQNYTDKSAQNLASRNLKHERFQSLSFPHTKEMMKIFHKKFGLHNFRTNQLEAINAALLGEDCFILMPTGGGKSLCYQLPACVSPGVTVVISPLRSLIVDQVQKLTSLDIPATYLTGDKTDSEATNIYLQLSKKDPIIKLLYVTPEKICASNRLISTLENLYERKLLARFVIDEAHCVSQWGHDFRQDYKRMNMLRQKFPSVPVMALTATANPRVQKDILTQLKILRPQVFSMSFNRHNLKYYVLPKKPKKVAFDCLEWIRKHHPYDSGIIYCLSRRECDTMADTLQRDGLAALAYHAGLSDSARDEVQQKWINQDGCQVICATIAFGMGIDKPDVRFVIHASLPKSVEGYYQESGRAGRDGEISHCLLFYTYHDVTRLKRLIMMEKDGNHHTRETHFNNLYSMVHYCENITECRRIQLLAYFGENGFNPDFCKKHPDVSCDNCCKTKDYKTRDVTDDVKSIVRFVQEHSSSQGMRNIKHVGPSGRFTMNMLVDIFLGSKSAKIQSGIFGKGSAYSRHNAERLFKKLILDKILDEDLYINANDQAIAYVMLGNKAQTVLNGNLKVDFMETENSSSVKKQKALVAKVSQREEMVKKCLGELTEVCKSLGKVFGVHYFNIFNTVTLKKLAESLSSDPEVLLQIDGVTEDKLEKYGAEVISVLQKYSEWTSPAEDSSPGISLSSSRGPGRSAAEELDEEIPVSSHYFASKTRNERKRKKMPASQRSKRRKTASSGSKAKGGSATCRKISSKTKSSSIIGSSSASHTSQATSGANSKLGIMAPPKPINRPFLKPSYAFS
Glioma ERSR ind – induces the endoplasmic reticulum stress response in human glioma cells; U87-MG GRP78 promoter luciferase reporter, 16 h; Potency, µM, inactives show at the top dose activation, actives largely listed as activators; actives 0.02% (n = 420,000); AID 602332; further: potency means the concentration at half of the fitted maximal effect; series mostly up to about 76 µM; % of control where 0% means no effect; nearly all actives have a fitted effect of over 35% in size
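Stably transfected U87-MG human glioma cells carrying a GRP78-based luminescent sensor were seeded at 1000 cells/well, pin-dosed with compounds and incubated 16 h. Luciferase reagent was then added, and end-point luminescence was read after 10 min at room temperature.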
* = called active by the depositor; u = inconclusive; x = not tested or not shown; & = joins results of further samples; [ ] = dose if it differs, or a comment. Unless noted, the call rests on the fitted dose curve; in most records, active means well fitted curve in the direction sought with a large enough effect; inconclusive means small, poorly fitted or top-dose-only effect, or another doubt; inactive means no such curve, though single readings can be large; an effect the other way counts as inactive or inconclusive.

Second line of a record: Pol iota inh, POLH inh, Pol beta inh, Anesthetic bind, POLK inh, LDHA inh, APE1 inh, BLM inh, Glioma ERSR ind
COc1ccc(/C=N\NC(=O)c2ccccc2F)cc1COc1ccc(F)cc1F
→ -20%, -13%, 35%, -9%, -8%, 1, 16%, -8%, -9%
COc1cccc(-n2c(SCC(=O)N3CCCc4ccccc43)nc3c([nH]c4ccccc43)c2=O)c1
→ 29%, -18%, -3%, -7%, -9%[60.1 µM], -4, x, -1%, -1%
O=c1c2c(C(F)(F)F)cc(C(F)(F)F)nc2[nH]n1-c1ccccc1
→ -1%, -4%, 15%, -13%, -3%, -4, 10%, 0%, -2%
Cc1ccc(C(=O)CCC(=O)NN2C(=O)NC3(CCCCC3)C2=O)cc1
→ -4%, -16%, x, x, 1%, -2, 21%, x, -1%
CC(C)(C)NS(=O)(=O)c1cccc(S(=O)(=O)c2cccc(S(=O)(=O)NC(C)(C)C)c2)c1
→ -11%[58.9 µM], -14%, 21%, -22%, -6%, 4, -5%, -4%, -6%
O=C(Nn1cnnc1)C1CCCN1S(=O)(=O)c1ccc(F)cc1 (stereo not given)
→ -14%, -3%, -1%, -4%, -6%, 5, -1%, 0%, -4%
COc1ccc(NC(=O)N2c3ccccc3C(C)=CC2(C)C)cc1
→ 0%, -2%, -25%, -2%, -19%, -4, 0%, -1%, 1%
NS(=O)(=O)c1ccc(CCNC(=O)CCCCCn2c(=O)[nH]c3ccccc3c2=O)cc1
→ 14%, -6%, 26%, 7%, -3%[60.1 µM], 0, x, 3%, -2%
Cc1ccc(NC(=O)C2CC2C)cc1S(=O)(=O)N1CCOCC1 (stereo not given)
→ 17%, -11%, x, x, -18%, -2, 6%, x, -4%
O=c1c2cc(Cl)ccc2nc(-c2ccccc2)n1O
→ 38%[activator], -15%, -20%, -7%, -10%, -6, -5%, 2%, -2%
CC(C)N(c1ccccc1)c1ccc(NC(=O)CCl)cc1
→ 6%, -10%, 6%, -19%, 18%, 1, 12%, -8%, -15%
COC(=O)CNc1nc(-c2ccncc2)nc2ccccc12
→ 81%[activator], -18%, 3%, -9%, 4%, -12, -5%, -3%, 1%
CCCn1c(=S)[nH]c2cc(C(=O)N3CCN(C4CCCCC4)CC3)ccc2c1=O
→ 1%, -15%, 1%, -6%, 5%, 0, 66%[activator], 0%, -1%
COc1ccc(CCNS(=O)(=O)c2ccc3c(c2)CC(C)N3C(C)=O)cc1OC (stereo not given)
→ 16%, -9%, 50%[activator], -6%, -5%, 2, -1%, -3%, -4%
CC1CCCCN1Cc1nc2ccccc2c(=O)[nH]1 (stereo not given)
→ u, -4%, u, u, -14%, 1, -2%, -1%, 1%
O=C1[C@@H]2C(c3ccccc3Cl)=NO[C@@H]2C(=O)N1Cc1ccccc1
→ 18%, -14%, 14%, -8%, -1%, -4, 10%, -6%, -5%
O=C(NC1CCS(=O)(=O)C1)/C(=C/c1ccc(Cl)cc1)NC(=O)c1ccccc1 (stereo not given)
→ 33%[activator], -5%, u, -2%, 0%, -6, -2%, 2%, 0%
Brc1cccc[n+]1Cc1ccccc1C[n+]1ccccc1Br
→ -4%, x, x, x, -3%, -18, x, x, -2%
COc1ccc(CC(=O)NC(C)c2nnc(SCC(=O)Nc3cc(C)ccc3OC)n2C)cc1 (stereo not given)
→ 168%[activator], -8%, 4%, -7%, 4%, -9, 2%, -1%, -2%
CCCOc1ccc(NC(=O)CC2C(=O)N(c3ccc(OC)cc3)C(=O)N2CCc2ccncc2)cc1 (stereo not given)
→ 0%, -10%, 20%, 3%, 2%, -2, x, -4%, 4%
Cc1oncc1C(=O)Nc1cccc(C#N)c1
→ 51%[activator], 3%, 5%, -5%, -3%, -6, 19%, -2%, -4%
Cc1ccc(NC2=NC(c3ccc(C)cc3)n3c(nc(C)cc3=O)N2)cc1 (stereo not given)
→ -10%, -2%, -19%, -21%, -10%, -2, 2%, -4%, -3%
Cc1ccc(NC(=O)COC(=O)CCc2c[nH]c(=O)[nH]2)cc1
→ 3%, -6%, -10%, 2%, 3%, -3, 11%, -1%, -1%
CCNC(=S)N1CCN(c2ncccn2)CC1
→ u, -14%, 7%, -1%, -23%, -5, 1%, -4%, -2%
CCOC(=O)c1c(C)oc2cc(Cl)c(O)c(CN(C)C)c12
→ -2%, 2%, -13%, -3%, -9%, 2, 0%, -3%, -2%
Cc1cc(C(=O)Nc2sc3c(c2C#N)CCC(C(C)(C)C)C3)no1 (stereo not given)
→ 3%, -11%, -15%, -11%, -18%, -3, 1%, -3%, 3%
CCCN(C(=O)Cc1nc(-c2ccc(OC)cc2)no1)c1ccccc1C
→ -2%, -5%, 0%, 5%, -25%, -7, x, -6%, -3%
O=C(c1cc(-c2cccs2)on1)N1CCN(c2ccccc2)CC1
→ 12%, -10%, -3%, -18%, -7%, 0, -3%, -10%, 3%
CCCc1nn2c(=O)cc(COC(=O)c3cccc(NC(=O)c4cccs4)c3)nc2s1
→ u, -1%, 3.5µM*, -1%, -7%[60.1 µM], 2, x, -8%, -2%
CC(C)c1ccccc1NC(=S)NC1CCCCC1
→ 40%[activator], -6%, 2%, -16%, 0%, -5, 0%, -5%, -5%
Cc1cccc(C(=O)NC2CCN(CC(=O)NCc3cccs3)CC2)c1
→ 136%[activator], -5%, 37%[activator], -3%, -15%, -5, 3%, -6%, -4%
CC(C)N(CC(N)=O)C(=O)Cc1coc2cc3c(cc12)CCC3
→ -3%, -13%, -12%, 2%, -8%, -4, 4%, -1%, -2%
O=C(Nc1ccccc1N1CCCCC1)c1ccc(Cl)cc1
→ 176%[activator], -14%, -1%, -10%, -1%, -1, 21%, -4%, -3%
CCC(CC)C(=O)NCc1ccc2c(c1)cc(C)n2C
→ 17%, -11%, 16%, -10%, -4%, 2, -17%, -1%, -2%
COC(=O)c1cn(-c2ccccc2)c(C)c1C(=O)OC
→ 15%, -5%, 84%, -3%, -4%, -6, 4%, 1%, -4%
N#CCCN(/N=C/c1cccnc1)C1=NS(=O)(=O)c2ccccc21
→ 10%, -1%, -1%, -14%, -3%, 0, 4%, 3%, -1%
O=C(O)c1ccc(Oc2cc(Oc3ccc(C(=O)O)cc3)cc([N+](=O)[O-])c2)cc1
→ -24%, -19%, 13%, -2%, -6%, -5, -3%, 4%, 0%
NC(=O)N/N=C/c1ccc(-c2ccc([N+](=O)[O-])cc2)o1
→ 4%, -4%, 0%, -19%, -4%, -4, 0%, -7%, 1%
CCOC(=O)c1cc(S(=O)(=O)N2CCN(c3ccc(C(C)=O)cc3)CC2)[nH]n1
→ 12%, 10%, -23%, -6%, -7%[60.1 µM], 1, x, 2%, -2%
O=C(NC1CCSc2ccccc21)c1cccc(OC(F)F)c1 (stereo not given)
→ 9%, -19%, -9%, -5%, -5%, 5, 48%[activator], -6%, 1%
CN(C)c1cccc(NC(=O)Cc2ccc(F)cc2)c1
→ 37%[activator], -6%, 23%, u, 1%, 8, -1%, -6%, 0%
Fc1ccc(NC(=S)N2CCSC2c2cccs2)cc1 (stereo not given)
→ 103%[activator], -23%, 17%, -10%, 2%, 0, 2%, -14%, -4%
O=C(Nc1cccnc1Cl)c1cc(-c2ccc(Cl)cc2)on1
→ 35%&19%[activator], -14%&-12%, 20%&-1%, -4%&-5%, -11%&5%, -15&-2, 50%, -1%&-6%, -2%&-1%
COC(=O)/C(=N/Nc1ccccc1C)Sc1nnc(C(O)c2ccccc2)n1-c1ccccc1 (stereo not given)
→ -2%, -4%, -18%, 3%, -15%, -2, 10%, 5%, 0%
CCn1c(Cc2ccccc2)nnc1SCC(=O)Nc1nccs1
→ -12%, -13%, 6%, -1%, 0%, -2, -9%, -1%, 0%
C#CCNC(=O)C1=C[C@@H](c2ccccc2)C[C@@H](OCCCCO)O1
→ 2%, -3%, x, x, 9%, 1, x, x, -2%
Nc1nc2c(c3c1c(=O)oc1ccccc13)CCCCC2
→ 16%, 4%, 2%, -2%, 2%, -2, 1%, 1%, -2%
CC(C)CO/N=C1/C[C@@H](O)[C@@H](O)[C@@H]2[C@@H]3C(=O)N(C[C@@H]4CCCO4)C(=O)[C@H]3CC[C@H]12
→ x, x, x, 2%[15.3 µM], x, x, 22%[12.4 µM], 4%[12.4 µM], -4%
CCOc1ccc(CCNC(=O)c2ccc(-c3nc(COc4ccc(C)cc4)c(C)o3)cc2)cc1
→ -7%, -6%, 43%, -4%, 7%, -13, x, 0%, -4%
COc1ccccc1-n1ccnc(SCC(=O)NC2CCCCC2)c1=O
→ 27%, -19%, x, x, 8%, 0, 47%[activator], x, -1%
O=C(CNc1cccc(S(=O)(=O)N2CCCCC2)c1)Nc1cccc(F)c1
→ -13%, -17%, x, x, -5%, -7, 11%, x, -5%
Cc1c(C(=O)Oc2ccc(Cl)cc2)n(C)oc1=O
→ 18%, -11%, 1%, -16%, 5%, 0, 6%, -8%, -5%
COc1c(Cl)cc(C(=O)Nc2ccc(Cl)cn2)cc1Cl
→ -10%, -8%, -14%, -2%, 0%, -7, 1%, -2%, -2%
CC1CCc2nc3ccccc3c(C(=O)OCC(=O)N3CCc4ccccc43)c2C1 (stereo not given)
→ u, -19%, 26%, -16%, -1%, -4, 9%, -4%, -1%
CC/C(=N\NC(=O)c1c[nH]c2ccccc12)c1cccs1
→ 20%, -8%, 4%, -3%, -15%, -5, -7%, 1%, 15%
O=C(CCN1CCN(CC(=O)Nc2ccccc2F)CC1)Nc1ccccc1F
→ 1%, -15%, 14%, -10%, -12%, -1, 3%, 17%, 0%
Cc1cc(OC2CCCCC2)nc(-c2ccccc2O)n1
→ 7%, -16%, 4%, -16%, -13%, 0, 10%, -3%, -3%
CCOc1ccc(NC2=C(Cl)C(=O)N(C3CCCCC3)C2=O)cc1
→ 148%[activator], -14%, 28%, -18%, -7%, -3, -6%, 3%, -4%

Source: PubChem (National Center for Advancing Translational Sciences (NCATS))

The list is partial; the hit share may differ from the screen's.
